# Screens from PubChem.
# KDM5B inhibitor: KDM5B demethylase inhibition | KDM5B demethylase, FDH-coupled NADH fluorescence (FDH is formaldehyde dehydrogenase) | Potency, µM (top dose mostly 57.7 µM), for the others: top-dose activity change, negative = inhibition, usual class: inhibitors | 220,000 tested, 2.6% active | AID 1347165; active = well fitted inhibition curve with a large enough effect; inconclusive = small, poorly fitted or top-dose-only effect; inactive = no such curve, though single readings can be large or run the other way; note: 0% is about no effect; nearly all actives have a fitted effect of over 70% in size
# Target sequence (Q9UGL1 whole entry, looked up): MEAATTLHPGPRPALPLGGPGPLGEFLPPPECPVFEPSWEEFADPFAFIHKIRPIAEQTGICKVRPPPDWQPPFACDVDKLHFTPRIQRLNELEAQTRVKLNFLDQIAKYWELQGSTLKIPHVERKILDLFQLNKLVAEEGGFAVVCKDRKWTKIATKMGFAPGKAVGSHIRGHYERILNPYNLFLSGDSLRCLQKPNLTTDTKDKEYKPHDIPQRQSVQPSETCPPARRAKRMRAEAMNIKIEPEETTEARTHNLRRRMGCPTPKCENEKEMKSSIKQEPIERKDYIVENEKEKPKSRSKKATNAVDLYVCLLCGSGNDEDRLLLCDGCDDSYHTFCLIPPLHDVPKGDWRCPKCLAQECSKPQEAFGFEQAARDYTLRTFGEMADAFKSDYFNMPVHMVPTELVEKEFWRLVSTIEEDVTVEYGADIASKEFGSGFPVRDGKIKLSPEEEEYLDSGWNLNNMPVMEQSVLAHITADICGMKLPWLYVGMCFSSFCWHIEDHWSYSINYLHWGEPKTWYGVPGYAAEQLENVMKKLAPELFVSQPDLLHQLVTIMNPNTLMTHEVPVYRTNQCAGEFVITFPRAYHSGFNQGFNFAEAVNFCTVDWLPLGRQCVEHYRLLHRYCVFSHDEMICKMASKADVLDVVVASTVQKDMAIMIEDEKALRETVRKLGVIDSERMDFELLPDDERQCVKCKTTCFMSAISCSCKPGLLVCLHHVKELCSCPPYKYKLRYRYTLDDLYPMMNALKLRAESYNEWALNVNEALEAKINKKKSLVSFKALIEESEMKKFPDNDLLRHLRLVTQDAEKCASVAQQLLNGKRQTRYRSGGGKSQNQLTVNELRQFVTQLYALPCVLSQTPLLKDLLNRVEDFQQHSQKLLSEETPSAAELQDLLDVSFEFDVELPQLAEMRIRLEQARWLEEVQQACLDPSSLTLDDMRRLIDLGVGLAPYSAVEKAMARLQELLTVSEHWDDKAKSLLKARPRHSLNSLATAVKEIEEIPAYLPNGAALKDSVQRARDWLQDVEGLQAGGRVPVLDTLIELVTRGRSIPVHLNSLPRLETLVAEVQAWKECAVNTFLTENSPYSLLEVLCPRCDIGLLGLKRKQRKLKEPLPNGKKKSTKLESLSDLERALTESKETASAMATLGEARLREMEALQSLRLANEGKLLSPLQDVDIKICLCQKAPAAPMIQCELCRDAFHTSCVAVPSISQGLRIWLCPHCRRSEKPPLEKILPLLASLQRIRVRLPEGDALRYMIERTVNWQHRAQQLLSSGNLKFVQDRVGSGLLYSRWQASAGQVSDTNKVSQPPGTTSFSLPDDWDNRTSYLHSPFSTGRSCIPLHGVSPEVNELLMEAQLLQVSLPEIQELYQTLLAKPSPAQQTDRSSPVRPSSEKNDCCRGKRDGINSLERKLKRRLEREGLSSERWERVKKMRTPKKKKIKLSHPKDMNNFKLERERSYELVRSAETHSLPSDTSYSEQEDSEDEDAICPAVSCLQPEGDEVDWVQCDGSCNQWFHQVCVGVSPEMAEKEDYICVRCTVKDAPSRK
#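 Coupled FDH/NAD⁺ fluorescence readout. KDM5BΔAP 200 nM final; compound titration, 10 min RT preincubation; substrate mix 12.5 µM H3K4me3, 25 µM 2-OG, 50 µM Fe(II), 100 µM ascorbate, 0.25 mM NAD⁺, 0.25 U/mL FDH; ΔRFU over 30 min.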
# Active calls of the source: *; i = inactive; u = inconclusive; [ ] = remark or other dose. Potency is the fitted concentration of half-maximal effect. An excerpt; rates above refer to the full screens.
# Start of the data: the first seven compounds, ahead of the listing:
KDM5B inhibitor	molecule
0.1%	COc1ccc(CCC(=O)N2CCN(C(=O)c3nnn4c3COC(c3ccccc3)C4)CC2)cc1 (stereo not given)
7.0%	CCS(=O)(=O)N1CCC(C(=O)Nc2ccc(OC)c(OC)c2)CC1
-3.4%[86.2 µM]	CN(CC[C@H]1CN(C(=O)c2ccnc(Cl)c2)CC[C@H]1CC(=O)O)c1ccccc1
i	Cc1cccc(-n2c3nc(=O)[nH]c(=O)c-3cc3ccccc32)c1C
21.2%	COc1ccc(OCc2nc(C)c(CCO)c(=O)n2CC(=O)Nc2cccc(OC)c2)cc1
u	COc1ccccc1CNC(=O)C1CCCN(c2nnc(C)c3c(C)n(-c4ccccc4)nc23)C1 (stereo not given)
19.8%	Clc1ccccc1CN1CCN(c2ncnc3nc[nH]c23)CC1

# Main list, from the first entry:
KDM5B inhibitor	molecule
0.1%	COc1ccc(CCC(=O)N2CCN(C(=O)c3nnn4c3COC(c3ccccc3)C4)CC2)cc1 (stereo not given)
7.0%	CCS(=O)(=O)N1CCC(C(=O)Nc2ccc(OC)c(OC)c2)CC1
-3.4%[86.2 µM]	CN(CC[C@H]1CN(C(=O)c2ccnc(Cl)c2)CC[C@H]1CC(=O)O)c1ccccc1
i	Cc1cccc(-n2c3nc(=O)[nH]c(=O)c-3cc3ccccc32)c1C
21.2%	COc1ccc(OCc2nc(C)c(CCO)c(=O)n2CC(=O)Nc2cccc(OC)c2)cc1
u	COc1ccccc1CNC(=O)C1CCCN(c2nnc(C)c3c(C)n(-c4ccccc4)nc23)C1 (stereo not given)
19.8%	Clc1ccccc1CN1CCN(c2ncnc3nc[nH]c23)CC1
-23.4%	CCOc1ccc(NC(=O)Cn2c(=O)cc(C)c3c(C)nn(-c4cccc(Cl)c4C)c32)cc1
-5.7%	COc1ccc(-c2nc3ccccc3c(C)c2C#N)cc1
u	CCc1ccccc1NC(=O)C1CCCN(S(=O)(=O)c2ccc3[nH]c(=O)ccc3c2)C1 (stereo not given)
22.9%	CCCC(=O)N1CCC(N2C(=O)C(O)C23CCCCC3)CC1 (stereo not given)
-11.1%	N#Cc1c(-c2ccccc2)c(-c2ccccc2)nn(CC(=O)NNC(=O)Nc2ccc(Cl)cc2)c1=O

# Shown field by field: entries from further up
CCc1ccccc1NC(=O)C1CCCN(S(=O)(=O)c2ccc3[nH]c(=O)ccc3c2)C1 (stereo not given)
  KDM5B inhibitor: u
CCCC(=O)N1CCC(N2C(=O)C(O)C23CCCCC3)CC1 (stereo not given)
  KDM5B inhibitor: 22.9%

# Further records
KDM5B inhibitor	molecule
-22.9%	O=C(c1cn(C2CCCCC2)nn1)N1CCSCC1
-28.4%	O=C(O)CCNC(=O)OCC1c2ccccc2-c2ccccc21
-6.8%	CN(C)c1nccnc1OC1CCN(C(=O)NCCc2ccccc2)C1 (stereo not given)
30.5%[activator]	FC(F)C(F)(F)c1cc(-c2ccccc2)n[nH]1
-10.1%	O=C(Nc1ccc(F)cc1)N1CCC(N2CC3CC(C2)[C@H]2CCCC(=O)N2C3)CC1 (stereo not given in full)
-23.0%[86.2 µM]	O=C([C@@H]1C[C@@H](O)[C@H](O)[C@@H]2NC(=S)N(c3ccc(F)cc3)[C@@H]21)N1CCCCC1
u	Cc1ncc(CN=Cc2ccc(Cl)cc2)c(N)n1
-11.4%	CN(C)c1ccc(C(=O)NC2CCN(c3cc(-c4cccs4)[nH]n3)CC2)cc1
-0.3%	CCOc1ccccc1-n1cnc2cc(C(=O)NCC(OCC)OCC)ccc21
u	COc1ccc(Cl)cc1NC(=O)c1cnc(Nc2ccccc2OC)c2ccccc12
-15.6%	COCCNC(=O)N1CCCC(c2noc(COC)n2)C1 (stereo not given)
17.5%	c1ccc(-n2nnnc2-c2cccnc2)cc1
u	C/C(=C\C=C\c1ccco1)C(=O)c1ccc(Br)cc1
25.1%	CC1CCC2(CC1)NC(=O)N(CC(=O)Nc1ccc(Cl)cc1)C2=O (stereo not given)
14.6%	Cc1ccc(-c2nnc(SCC(=O)NCc3ccccc3)n2N)cc1
21.2%	CN(C)CCN(Cc1ccccc1F)C(=O)c1ccc(S(C)(=O)=O)cc1
u	c1ccc(-c2cnc(Nc3ccncc3)c3c2CCO3)cc1
u	Cc1c(CC(=O)NC2CCOCC2)c2c(n1Cc1ccccc1F)CCCC2=O
18.5%[149 µM]	O=C(O)c1ccc(-c2cc(C(F)(F)F)ccc2Cl)cc1
1.0%	CC1=NS(=O)(=O)N(C)C=C1C(=O)OCc1nc(-c2ccc(OC(F)(F)F)cc2)no1
u	CCOC(=O)Cn1c(=O)cc(-c2ccccc2)c2c(C)nn(C)c21
28.7%	CCOC(=O)C1(Cc2ccccc2F)CCCN(C(=O)c2cnn(CC)c2)C1 (stereo not given)
28.2µM*	CN(C)c1ccc(CN2C[C@@H](CN3CCCCC3)[C@@H](CO)C2)cn1
u	COc1ccc(S(=O)(=O)N(C)Cc2nc(-c3cccc(C)c3)no2)cc1
20.4%	COc1ccc(C(=O)N[C@@H]2CCC[C@@H]2C(=O)NCc2cccc(OC)c2)cc1
9.4%	COc1ccccc1CNC(=O)Cn1c(-c2ccc(F)cc2)cc(C(C)=O)c1C
-13.6%	CN(C)C(=O)C1CN(C(=O)CCC(=O)c2ccc(F)cc2)CC12CCOCC2 (stereo not given)
u	Nc1nc2c(s1)C(c1c(Cl)cccc1Cl)CC(=O)N2 (stereo not given)
u	COc1ccc(Nc2oc(-c3ccc(F)cc3)nc2C#N)cc1
-50.3%	Cc1ccc(N2C(=O)C(CC(=O)Nc3ccc(F)cc3)N(CCC3=CCCCC3)C2=O)cc1 (stereo not given)
11.1%	Cc1nc(N2CCCCC2)cc(N2CCN(C(=O)c3ccccc3C(F)(F)F)CC2)n1
u	COc1cc(C2c3c(-c4ccccc4)n[nH]c(=O)c3Nc3nnnn32)ccc1O (stereo not given)
-35.8%	CCOc1ccc(C2c3[nH]c4ccccc4c3CCN2C(=O)CSCc2ccc(F)cc2)cc1 (stereo not given)
u	COc1ccccc1CNC(=O)CCc1c(C)nc2cc(-c3ccccc3OC)nn2c1C
29.2%[149 µM]	O=C1NCc2ccccc2CC12CCN(Cc1ccncc1)CC2
-1.2%	CCc1cccc(NC(=O)[C@@H]2COCC(=O)N2Cc2ccc(OC)cc2OC)c1
9.8%	COc1ccc(NC(=O)c2cc(=O)c3cc(Cl)ccc3o2)cc1Cl
3.8%	Cn1nc(C2CCCN(C(=O)NCc3ccccc3)C2)n(Cc2ccccc2)c1=O (stereo not given)
-16.9%	COc1ccc(C)cc1NC(=O)C(=O)NCCc1csc2nc(-c3ccccc3C)nn12
-26.7%	COc1cc(Cl)c(/C=C(/C#N)c2ccc(Cl)cc2)cc1OC
1.5%	Cc1ccc(NC(=O)C2CCC(CNS(=O)(=O)c3ccc4c(c3)CCCC(=O)N4)CC2)cc1F (stereo not given)
11.1%	CCC(=O)N1CCC(n2c(C)cnc2C2CC2)CC1
u	COC(=O)c1cc2c(s1)-c1cc(F)ccc1OC2
u	COc1ccc(CN2C(=O)[C@@H]3C[C@@H](O)CN3C3(CN(Cc4ccncc4)C3)C2=O)cc1
8.7%	COc1ccc(-c2nc(CSC(C)C(=O)Nc3ccccc3)co2)cc1 (stereo not given)
16.3%	CC(C)c1ccc(CCNC(=O)/C=C/c2cccs2)cc1
-11.1%	Cc1occc1C(=O)N/N=C/c1ccc2c(c1)OCO2
15.8%	Cc1ccc(OCc2occc2C(=O)N2CCC3(CC2)CNC(=O)C3)cc1
u	O=C(Nc1cccc(-c2ccc(N3CCOCC3)nn2)c1)Nc1cc(F)ccc1F
11.3%	CCCn1nc(C(=O)OCc2cccc(Cl)c2)c2ccccc2c1=O
28.3%	COc1ccc(C(=O)N2CCC3(CC2)N(C)C(=O)CS3(=O)=O)cc1F
11.5%	COc1cccc(Oc2ccc(OC)cc2C(=O)O)c1
-7.5%	Cc1ccc(C(=O)c2sc(Nc3cccc(Cl)c3C)nc2N)cc1
14.7%	CN(C)c1ccc(C(=O)NCc2nnc3cc(-c4nc(C5CC5)no4)ccn23)cc1
-28.2%	O=C(O)C[C@@H]1CCN(S(=O)(=O)c2ccc(Cl)cc2)C[C@@H]1CC1=NCCc2cc(F)ccc21
u	COc1ccc(C2=NC(=O)NC2c2ccc(OC)cc2)cc1 (stereo not given)
4.4%	CN1CCN(C(=O)C(=O)Nc2c3c(nn2-c2ccc(F)cc2)CSC3)CC1
9.0%[86.2 µM]	COc1ccc(CN2C[C@H](O)C[C@H]2c2nc(-c3ccncc3)no2)cc1
-1.9%	CC(C)c1nnc(NC(=O)c2cc(Cl)c3c(c2)OCCO3)s1
-8.7%	CCN(CC)CCCNC(=O)C(=O)Nc1ccc2nc3n(c(=O)c2c1)CCCCC3

# The results go on:
KDM5B inhibitor	molecule
u	Cn1ccnc1-c1ccc(N2CCCC(CO)(Cc3cccc(Cl)c3)C2)nn1 (stereo not given)
u	CCN(Cc1ccncc1)C(=O)c1ccc2c(c1)C(O)CCCCCN2C (stereo not given)
u	COc1ccc(CCNC(=O)c2ccc3c(c2)N(Cc2ccc(Cl)cc2)C(=O)c2ccccc2S3)cc1OC
6.6%	CCCn1c(=O)[nH]c(=O)c2c3c(cnc21)C(=O)CC(c1ccccc1)C3 (stereo not given)
8.3%	O=C(O)CCCCCCCCCCCC(=O)O
-13.8%[86.2 µM]	CC(C)CC(=O)N[C@H](C)c1onc(-c2ccc(F)cc2)c1C(=O)O
6.3%	CCOC(=O)CCNC(=O)N1CCCCCCNC(=O)[C@@H]2C[C@@H](c3nc(-c4cccnc4)no3)C[C@@H]21
-24.8%	CCOC(=O)c1ccccc1NC1(c2ccc(OC)cc2)C(=O)c2ccccc2C1=O
-6.8%	Cn1c(=O)c2c(nc(NCC3CCCO3)n2Cc2cccc3ccccc23)n(C)c1=O (stereo not given)
18.4%	Cc1cccc(C)c1N(CC(=O)NCc1ccccc1)C(=O)c1csnn1
-14.3%	CN(C)c1cc(N2CCCC(NC(=O)COc3ccccc3)C2)ncn1 (stereo not given)
u	CN1CC(=O)N(C2CNC2)Cc2c(NCC3CC3)ncnc21
0.1%	CC(C)N1CCC2(CC1)CN(C(=O)Cc1ccsc1)Cc1ccccc1O2
7.7%	O=C(O)CCOc1ccc(Cl)cc1
u	Cc1cc(C)cc(NC(=O)CSc2nnc(-c3cc4occc4n3C)n2-c2ccccc2C)c1
-34.8%	CCCC(CCC)C(=O)Nc1cccc(-c2nc3cccnc3s2)c1C
-20.7%	C/C(CC(=O)Nc1ccc(Cl)cc1Cl)=N\NC(=O)c1cnccn1
23.9%[86.2 µM]	Cn1ccnc1CNC[C@H]1Cn2c(-c3ccccc3)cnc2CO1
u	CC(C)(CNC(=O)c1cccc(F)c1)CNC(=O)c1cccc(F)c1
-2.8%	CCC(C)c1ccccc1NC(=O)Cn1cnc2c1c(=O)n(C)c(=O)n2C (stereo not given)
u	Cc1ccc2c(c1)N=C(c1ccccc1)CC(C(Cl)Cl)=N2
u	N#C/C(=C\c1c(Oc2ccc(Br)cc2)nc2ccccn2c1=O)c1nc2ccccc2s1
-19.6%	CCOC(=O)CCOC(=O)c1ccc(COc2ccc3ccccc3c2)o1
26.9%	O=C(CN1C(=O)NC2(CCOCC2)C1=O)Nc1cccc(F)c1
41.1%[activator]	Cc1ocnc1C(=O)NC1CC(=O)N(CCc2ccc(F)cc2)C1 (stereo not given)
u	COc1ccc(C2C=C(c3ccc(F)cc3)Nc3nnnn32)cc1OCc1ccccc1 (stereo not given)
8.0%	COC[C@@H]1CN(C(=O)COc2ccc(F)cc2)C[C@H]1c1nc(C)no1
3.1%[149 µM]	O=S(=O)(C1CC1)N1CCn2c(nnc2C2CCCN2)C1 (stereo not given)
-0.4%	COCCNC(=O)[C@@H]1C[C@H](Oc2ccccc2)CN1C(=O)CC(C)C
2.8%	CCn1nc(C(=O)Nc2nc3c(s2)CC(C)CC3)c2ccccc2c1=O (stereo not given)
u	Cc1ccc(CC(=O)N2C[C@@H](CN3CCCCCC3)[C@@H](CO)C2)cc1
2.9%	CN1C(=O)C2(CC(=O)Nc3c2cnn3Cc2ccccc2Cl)c2cccc(Cl)c21 (stereo not given)
-10.7%	Cc1cc(F)ccc1NC(=O)C1CCN(c2cc(C(F)(F)F)ncn2)CC1
-22.9%	CC1=CC(C)=Nc2ccc(C)cc2N1
u	Nc1ccc2c(N3CCCCC3)ncnc2c1
-0.5%	Cn1c(CN2CCOCC2)nnc1SCc1c(F)cccc1Cl
10.2%	CCOC(=O)C1(Cc2ccc(F)cc2F)CCCN(S(=O)(=O)c2c(C)noc2C)C1 (stereo not given)
u	COCc1cc(=O)n(CC(=O)Nc2cc(C)cc(C)c2)c(N2CCOCC2)n1
7.4%	OCC1(CN2CCCC2)CCN(Cc2c(Cl)cccc2Cl)CC1
28.3%	Cc1cc(C)cc(NC(=O)c2ccc(S(=O)(=O)NCc3cccnc3)cc2)c1
-0.5%	N#Cc1ccc(CNc2ccccc2I)cc1
-19.5%	COC(=O)c1nc(NC(=O)c2cc(OC)c(OC)c(OC)c2)n[nH]1
28.7%	Nc1c(C(=O)CSc2nccn2-c2ccc(Cl)cc2)c(=O)[nH]c(=O)n1C1CC1
u	CC(C)(C)c1nc2ccc(NS(=O)(=O)c3ccc(F)c(F)c3F)cc2[nH]1
-11.3%[86.2 µM]	CC(C)CN1C(=O)CO[C@H](c2ccc(NC(=O)C3CC3)cc2)[C@H]1CO
10.0%	O=c1[nH]c(=S)n(-c2cccc(Cl)c2)c(O)c1/C=N/N1CCOCC1
-18.6%	O=C1CCN(C(=O)[C@@H](Cc2ccccc2)NS(=O)(=O)c2ccc3c(c2)CCC3)CCOCCN1
-15.5%	Cc1cccc(Cn2c(COc3ccccc3)nc3ccccc32)c1
